# MBD2 inh: inhibitors of MBD2 binding to methylated DNA, primary screen, biochemical, TR-FRET, DNA-binding domain, human; Methyl-CpG-binding domain protein 2 (Homo sapiens), Q9UBB5; MBD2 binding to methylated oligonucleotide; inhibition, % at 4.4 µM; 370,000 tested, 0.31% active; in the data active = inhibition above about 13%
# rCAG binder: binders of r(CAG) RNA repeats, primary screen, biochemical, fluorescence; r(CAG) RNA repeat, TO-PRO-1 dye displacement fluorescence; inhibition, % at 3 µM; 370,000 tested, 1.3% active;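 active = inhibition above the plate cutoff, the mean of all test compounds on that plate plus 3 SD, cut at about 35% in these data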;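 note: 0% = DMSO alone and 100% = 100 µM mitoxantrone as full dye displacement; higher means more dye released from RNA so lower well fluorescence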
# PRMT1 FP inh: PRMT1 methyltransferase inhibitors, primary screen, biochemical, fluorescence polarization; Protein arginine N-methyltransferase 1 (Homo sapiens), Q99873; recombinant PRMT1, activity-based probe fluorescence polarization; inhibition, % at 2.79 µM; 370,000 tested, 1.3% active;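 active = inhibition above about 21% made by adding two undisclosed values, limit read from the data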
# LEDGF integ inh: blockers of LEDGF/p75-dependent integrase strand transfer – biochemical, TR-FRET, high throughput, primary screen. HIV-1 integrase (with human LEDGF/p75). 370,000 tested, 0.64% active. TR-FRET IN-LEDGF/p75 DNA integration, Eu/Cy5. AID 743269, 2014. inhibition, % at 3.7 µM;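 active = inhibition above the screen-wide mean plus 3 SD, cut at about 13% in these data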;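 note: signal is the Cy5 over europium emission ratio at 671 and 618 nm; 0% = plate median of compound wells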
# NR1D1 modulator: modulators of Rev-erb alpha DNA binding, primary screen, biochemical, FITC-DNA, fluorescence polarization, uHTS. Nuclear receptor subfamily 1 group D member 1 (Homo sapiens), P20393. Rev-erbα–FITC-DNA binding, 90 min. activity, % at 10 µM. 370,000 tested, 0.79% active;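 active = activity above about 14%, limit read from the data; passing the limit was not always enough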;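 note: 0% = DMSO wells with 35 nM protein and 100% = DMSO wells with 750 nM protein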
# HTRA1 inh: HTRA1 serine protease inhibitors, primary screen, biochemical, fluorescence polarization, HTS | Q92743 | recombinant HTRA1, FP-rhodamine activity-based probe | inhibition, % at 5.96 µM | 340,000 tested, 0.5% active | AID 504803, 2011; in the data active = inhibition above about 36%;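 note: 0% = enzyme with DMSO and 100% = wells lacking enzyme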
# Target sequence (Q92743 whole entry, looked up): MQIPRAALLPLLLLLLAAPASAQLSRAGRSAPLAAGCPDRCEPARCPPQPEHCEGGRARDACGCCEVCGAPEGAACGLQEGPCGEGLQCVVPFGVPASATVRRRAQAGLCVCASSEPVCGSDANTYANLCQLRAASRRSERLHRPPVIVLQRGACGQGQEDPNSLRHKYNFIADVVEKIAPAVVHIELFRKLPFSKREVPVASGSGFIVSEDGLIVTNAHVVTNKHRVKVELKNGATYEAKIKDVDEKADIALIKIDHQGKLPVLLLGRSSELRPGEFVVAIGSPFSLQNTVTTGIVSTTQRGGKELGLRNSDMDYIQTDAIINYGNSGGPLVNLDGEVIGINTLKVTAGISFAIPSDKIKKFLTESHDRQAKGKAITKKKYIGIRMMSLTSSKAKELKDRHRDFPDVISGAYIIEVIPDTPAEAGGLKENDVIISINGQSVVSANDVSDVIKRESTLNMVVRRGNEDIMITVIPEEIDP
# PG9 Ab binder: binders of HIV-1 gp120 antibody PG9, primary screen, biochemical, TR-FRET; HIV-1 gp120 / PG9 antibody interaction; TR-FRET gp120-PG9 antibody binding; inhibition, % at 6.7 µM; 360,000 tested, 0.43% active; AID 624416, 2012; in the data active = inhibition above about 8.5%
# ABHD4 inh: ABHD4 inhibitors, primary screen, biochemical, fluorescence polarization, mouse; AID 720543, 2013; (Lyso)-N-acylphosphatidylethanolamine lipase (Mus musculus), Q8VD66; 370,000 tested, 0.54% active; inhibition, % at 8.92 µM; purified mABHD4, FP-Rh probe fluorescence polarization;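 active = inhibition exceeding the mean over every tested compound plus 3 SD, cut at about 30% in these data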;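 note: 0% = plate median of compound wells and 100% = S159A mutant with DMSO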
# Target sequence (Q8VD66 whole entry, looked up): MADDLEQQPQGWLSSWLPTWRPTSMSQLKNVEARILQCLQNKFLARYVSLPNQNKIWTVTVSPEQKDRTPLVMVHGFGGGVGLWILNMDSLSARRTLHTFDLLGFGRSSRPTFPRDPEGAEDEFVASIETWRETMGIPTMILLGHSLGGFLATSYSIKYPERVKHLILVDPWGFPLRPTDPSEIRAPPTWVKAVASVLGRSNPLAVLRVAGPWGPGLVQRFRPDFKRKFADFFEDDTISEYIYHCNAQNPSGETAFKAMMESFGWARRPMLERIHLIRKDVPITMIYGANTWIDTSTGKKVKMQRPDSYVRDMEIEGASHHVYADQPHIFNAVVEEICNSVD
#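 Assay system: mouse ABHD4 enzyme, wild type / Also added: fluorescent activity-based probe FP-Rh / Doses: single nominal dose of 8.92 µM, 0.89% DMSO final / Timing: 45 min compound pre-incubation plus 60 min probe step, 25 °C / Signal: FP readout, ex 525 nm / em 598 nm / Control set: S159A mutant/DMSO as 100%, compound-well median as 0%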
# UHRF1 MBD2 ctr: UHRF1 methylated DNA binding inhibitors, primary screen, counter-screen for MBD2 inhibitor project, biochemical, TR-FRET, human UHRF1, single concentration | E3 ubiquitin-protein ligase UHRF1 (Homo sapiens), Q96T88 | UHRF1 binding to methylated oligo | inhibition, % at 4.4 µM | 370,000 tested, 0.75% active; in the data active = inhibition above about 21%;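 note: UHRF1 SRA domain binding a hemimethylated CpG hairpin DNA probe; 0% = median of test compound wells and 100% = reference inhibitor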
# TCR CD3 inh: inhibitors of human TCR-CD3 interaction, primary screen, biochemical, fluorescence, TAMRA-labeled TCR probe; T-cell receptor (TCR); inhibition, % at 9.4 µM; 360,000 tested, 0.37% active; AID 651800, 2012; in the data active = inhibition above about 19%;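 note: recombinant mutant TCR 2C K166C tagged with TAMRA read by polarization; 0% = receptor in buffer alone and 100% = receptor with positive control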
# The depositor's hits bear a star; . = not tested or not shown. An excerpt (hit frequency here may not be typical).
SMILES,MBD2 inh,rCAG binder,PRMT1 FP inh,LEDGF integ inh,NR1D1 modulator,HTRA1 inh,PG9 Ab binder,ABHD4 inh,UHRF1 MBD2 ctr,TCR CD3 inh
Cn1c(NCc2ccco2)nc2c1c(=O)n(Cc1ccc(Cl)cc1Cl)c(=O)n2C,7,-3,-3,-1,8,6,0.1,5,2,3
O=C(c1cc(-c2ccc(Cl)cc2Cl)on1)N1CCCC1,1,1,-4,-6,-2,-4,-0.2,8,4,-5
Cc1ccc(C)c(NC(=O)c2nc(-c3ccccc3)n(-c3ccccc3)n2)c1,3,-7,0,2,-2,-39,0.7,1,-1,-6
Oc1ccc(C(=S)N2CCCCC2)cc1Cl,-3,1,0,2,0,4,-0.6,-3,-1,0
CC(Oc1ccc(Cl)cc1)C(=O)Nc1ncccn1 (stereo unspecified),2,0,-2,5,-1,3,-0.6,3,-4,1
CCOc1ccc(N2CC(C(=O)OCC(=O)c3ccc(OC)cc3)CC2=O)cc1 (stereo unspecified),5,3,6,0,1,-16,1.6,-4,1,-5
COc1ccc(/C=N/NC(=O)c2cccc([N+](=O)[O-])c2)cc1OC,3,-2,-3,1,-3,-4,0.9,2,-3,3
CC(NC(=O)CSCc1ccccc1Br)c1ccccc1 (stereo unspecified),-2,-6,4,-1,-1,0,-0.9,4,-1,-8
Cc1ccc(OCc2nnc(NC(=O)c3cccnc3)s2)cc1,2,7,1,3,1,-1,2.6,-2,-4,3
COc1ccc(Cl)cc1NC(=O)CN(C)C(=O)c1cc(C)oc1C,4,-1,-3,-2,3,-3,1.2,1,-3,5
CCOC(=O)N/N=C/c1c(C)c(C(=O)c2ccc(F)cc2)n2ccccc12,-5,-3,3,-1,-6,-1,-0.8,3,1,4
COc1ccc(OC)c(-c2csc(NC(=O)CSc3ccccc3)n2)c1,-1,11,-1,-1,-1,-45,1.6,-17,8,-2
O=C(NCc1cccnc1)C1CCC(CNS(=O)(=O)c2cccc3nsnc23)CC1 (stereo unspecified),7,-2,1,0,-5,14,-1.1,11,21,5
O=C(CN1C(=O)NC2(CCCCCC2)C1=O)c1ccc(Cl)s1,-1,15,3,-2,-5,-17,-1.7,3,3,-6
COc1cc2c(cc1OC)C(c1ccc(OC)c(OC)c1OC)CC(=O)N2 (stereo unspecified),4,-4,3,2,0,0,-2.3,-1,1,8

# Entries of single compounds from above. Order of screens: MBD2 inh	rCAG binder	PRMT1 FP inh	LEDGF integ inh	NR1D1 modulator	HTRA1 inh	PG9 Ab binder	ABHD4 inh	UHRF1 MBD2 ctr	TCR CD3 inh
# O=C(c1cc(-c2ccc(Cl)cc2Cl)on1)N1CCCC1 as listed: 1	1	-4	-6	-2	-4	-0.2	8	4	-5
# COc1ccc(/C=N/NC(=O)c2cccc([N+](=O)[O-])c2)cc1OC as listed: 3	-2	-3	1	-3	-4	0.9	2	-3	3
# COc1ccc(OC)c(-c2csc(NC(=O)CSc3ccccc3)n2)c1 as listed: -1	11	-1	-1	-1	-45	1.6	-17	8	-2

# (more compounds)
SMILES,MBD2 inh,rCAG binder,PRMT1 FP inh,LEDGF integ inh,NR1D1 modulator,HTRA1 inh,PG9 Ab binder,ABHD4 inh,UHRF1 MBD2 ctr,TCR CD3 inh
Cn1cccc1CC(=O)NNC(=O)Nc1ccccc1F,2,5,5,1,-6,0,1.6,2,-3,2
Cc1cc(N2CCCC2=O)ccc1S(=O)(=O)NCCOc1ccccc1,1,-4,-3,-1,7,.,0.8,-11,-4,6
Cc1ccc(-c2cc(C(F)F)n3ncc(C(=O)N4CCc5ccccc54)c3n2)cc1,-2,2,-5,0,1,-7,0.8,9,-1,7
Fc1ccc(CNCc2cccc(Br)c2)cc1,6,-3,0,-2,2,2,-0.9,6,-3,-3
C/C(=N\NC(=O)c1nnn(-c2nonc2N)c1-c1ccc(Cl)c(Cl)c1)c1ccncc1,-1,2,0,-1,-1,-23,-0.3,-8,-1,-14
COC(=O)[C@]12C[C@H](CC(=O)N3CCCC3)C(=O)N(Cc3cccc4ccccc34)C1=C[C@H](C(C)C)O[C@@H]2C1CC1,-1,5,-1,-6,0,.,.,-3,0,.
Cc1cccc(CSCCNC(=O)COc2ccc(Cl)cc2)c1,-3,-5,-4,4,3,-15,0.8,-9,-1,-8
CCn1c2ccccc2c2cc(NC(=O)CSc3nnc(-c4cccc(F)c4)o3)ccc21,5,12,1,3,6,-5,3.3,-13,4,12
Cc1ccc(F)cc1NC(=O)COC(=O)COc1ccc(C#N)cc1,-2,-1,3,-1,-5,3,-1.5,-4,0,-4
O=C(COC(=O)c1cccc(-n2cnnn2)c1)c1ccc(Br)cc1,5,5,0,1,6,-13,2.5,1,-2,3
CCC1CCC2(CC1)NC(=O)N(CC(=O)N1CCc3ccccc31)C2=O (stereo unspecified),-5,0,1,2,6,-6,2.9,4,-1,3
COc1cc(CN(C(=S)NCC(=O)NC2CC2)C2CCCC2)cc(OC)c1OC,-2,-5,-1,0,1,1,-1.2,7,1,6
COc1ccc(NC(=O)c2nc(SC)ncc2Cl)cc1,2,-3,3,-2,9,0,-1.3,5,-2,-3
O=C1NCCCC1C(=O)N/N=C/c1ccc([N+](=O)[O-])cc1 (stereo unspecified),-2,-1,4,-2,-1,.,-1.0,1,2,-4
NNC(=O)CCC(=O)Nc1ccccc1,-1,-1,2,-2,3,-10,-1.4,3,1,3
CN1CCN(c2ccc(S(=O)(=O)N3CCOCC3)cc2NC(=O)COc2ccc(F)cc2Cl)CC1,-3,-5,-4,4,-3,0,-0.7,-5,1,-6
Cc1cc(C=C2C(=O)c3ccccc3C2=O)c(C)n1-c1ccc(Cl)cc1,-4,5,2,-3,-5,8,1.8,9,-2,4
CCCNC(=O)C1(C)CCN(C(=O)c2cc(F)ccc2C)C1 (stereo unspecified),1,0,4,-4,4,.,0.8,1,1,-4
CCOC(=O)Cn1nc(C)c2c1CCCC2=O,2,1,0,-6,2,-3,-0.6,9,2,4
COC(=O)C(NS(=O)(=O)c1ccc(NC(C)=O)cc1)C(C)C (stereo unspecified),0,0,-1,-2,0,2,-3.2,1,4,-1
O=C(Nc1cnc2ccccc2c1)N1CCCCC1,0,1,-6,0,-3,-15,-0.2,1,-1,2
Cc1c(O)c(CN2CCCC2)cc2c3c(c(=O)oc12)CCC3,-3,13,4,3,0,7,0.1,13,-1,0
Cc1sc(N)nc1-c1ccccc1,-5,1,1,-2,1,6,-0.2,3,0,0
CC(=O)N/N=C(\C)CC(=O)Nc1cccc2c1CCCC2,-3,0,-1,-2,-6,0,-3.1,-4,1,-2
CCCCCC(=O)NNC(=O)Nc1ccccc1,0,-1,2,-3,-2,2,-3.2,7,3,-8
O=C(COC(=O)c1cccc(Cl)c1Cl)NCc1cccs1,-3,1,-4,3,-1,-6,-0.7,1,-3,0
O=C(NCC1CC1)c1ccccc1Cl,4,-4,5,1,2,7,0.2,0,1,7
CCn1c(=O)c(C(=O)NNS(=O)(=O)c2ccc(NC(=O)OC)cc2)c(O)c2ccccc21,4,0,-4,2,-5,-4,-2.0,0,1,7
O=C(Nc1nccs1)c1ccc(Br)c(S(=O)(=O)N2CCCC2)c1,2,0,3,-3,-3,-7,-1.2,-4,0,-1
Cn1c(-c2ccccn2)[n+](C)c2ccccc21,1,2,2,-1,0,8,2.1,3,0,-3
COc1ccc(C(=O)NC2CC2)cc1OC1CCN(Cc2ccc(F)cc2Cl)CC1,9,21,2,9,0,-6,-1.7,-31,29*,16
CC(C)(C)OC(=O)C[C@H]1C/C=C\C[C@H](CC(=O)N[C@H](CO)Cc2ccccc2)C(=O)N2CCC[C@H]2COC1=O,3,-2,3,0,9,-2,-0.5,0,1,-7
O=C(OC(C(=O)NC1CCCC1)c1cccnc1)C1=Cc2ccccc2OC1 (stereo unspecified),-4,-6,0,1,-1,7,-1.9,-1,0,4
CCOP(=O)(OCC)C(O)c1cc(OC)c(OC)c(OC)c1 (stereo unspecified),2,1,3,0,-5,4,-2.3,-9,-2,10
COc1ccccc1N1CCN(C(=S)Nc2ccc(F)cc2)CC1,3,1,-5,3,-2,-5,-2.8,-5,2,-1
COc1ccc(N(Cc2ccccc2)S(=O)(=O)c2cccc(C(=O)NC3=NCCS3)c2)cc1,-1,5,0,1,3,-49,-0.4,-36,-4,8
COCCOC1CCN(C(=O)C2CCC(=O)N(CCc3ccc(OC)cc3)C2)CC1 (stereo unspecified),1,-6,5,-1,-9,1,0.7,4,3,-8
CNC(=S)N(Cc1ccc2c(c1)OCO2)C1CC(=O)N(c2ccccc2)C1=O (stereo unspecified),-3,5,-1,0,7,-4,-2.6,4,-4,-3
Cc1ccc(-n2c3c(cc(C(=O)N4CCN(C)CC4)c2=O)C(=O)CC(C)(C)C3)cc1,2,-7,1,-1,-2,-7,0.1,-1,1,-4
C#CCOCCOCCOCCNc1nc(N2CCOCC2)nc(N2CCN(C(=O)[C@H]([C@@H](C)CC)n3cc([C@@H](N)CC(C)C)nn3)CC2)n1,-5,0,-3,-4,-1,-1,-0.6,1,3,3
Cc1cc(C(=O)CSc2nnc(N)s2)c(C)n1C1CC1,4,0,0,0,2,-6,-1.2,0,-4,8
CC(C(=O)OCC(=O)c1c(N)n(C)c(=O)n(C)c1=O)N1C(=O)c2ccccc2C1=O (stereo unspecified),-3,0,-1,0,-3,7,-1.4,3,-4,1
Cc1ccc(S(=O)(=O)N(Cc2ccccc2)c2ccccc2C(=O)NCc2ccco2)cc1,2,-3,0,-4,-3,-41,-0.7,-1,-2,-2
Cc1[nH]c2ccc(F)cc2c(=O)c1SC(F)(F)C(F)C(F)(F)F (stereo unspecified),-6,0,4,4,0,-6,1.4,0,-5,-5
Cc1cccc(C(=O)NCCN(C)C)c1,-1,1,0,0,0,-2,0.4,-2,2,3
O=C(CSc1cn(Cc2cccc(F)c2)c2ccccc12)NCc1ccc(F)cc1,6,0,18,-3,2,-4,-1.1,-17,4,-5
C=CC[C@H](CC(=O)N(CCO)Cc1ccccc1)C(=O)NC[C@H](OC(=O)[C@@H](CC=C)Cc1ccc(F)cc1)c1ccccc1,-1,4,1,3,0,-9,0.0,-3,2,-5
CN(C)S(=O)(=O)Oc1ccsc1C(=O)Nc1ccc(Cl)cc1,2,2,1,0,5,-25,-0.2,-17,3,-3
Clc1cc2nc3ccccn3c2cc1Cl,-6,-2,1,1,3,-5,0.9,-4,-4,-1
NC(=O)c1ccc(NC(=O)COC(=O)c2ccc(Br)o2)cc1,8,1,5,-2,3,-10,0.4,9,2,-1
COc1ccc(C(C)=O)c2c(O)cccc12,0,16,6,3,6,4,0.9,4,7,-1
Cc1cc(C)nc(N2CCCC(C(=O)Nc3cccc(Cl)c3)C2)n1 (stereo unspecified),-5,-1,-6,0,9,5,-1.1,-6,1,-7

# Screening results: PubChem BioAssay, several laboratories
